Screening data: PubChem BioAssay, several laboratories
3CLpro inhibitor = SARS-CoV 3CLpro protease inhibition | recombinant SARS-CoV 3CLpro, quenched FRET peptide cleavage | inhibition, % at 6 µM | 290,000 tested, 0.14% active | AID 1706; in the data active means inhibition above about 12%
GDH-TPI counter = counter-screen for M. tuberculosis FBA inhibitors: GDH-TPI coupled enzymes; AID 588335; GDH-TPI coupled enzyme counterscreen, NADH absorbance; 360,000 tested, 1.2% active; inhibition, % at 4.8 µM; in the data active means inhibition above about 30%;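 further: 0% = DMSO wells and 100% = wells lacking the enzyme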
PriA SSB inh = K. pneumoniae PriA-SSBct interaction inhibition | AlphaScreen SSBct-PriA binding, biotinylated peptide | inhibition, % at 33 µM | 430,000 tested, 0.6% active | AID 1272365; in the data active means inhibition mostly above about 37%, no sharp cut-off; inactive means mostly below about 20%;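 further: plate controls were negative control peptide for no effect and reference peptide for full effect; strong numbers were not always called active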
Rv3671c inh = inhibitors of M. tuberculosis serine protease Rv3671c. P9WHR9. inhibition, % at 5.96 µM. 320,000 tested, 0.048% active. AID 2606; in the data active means inhibition above about 38%;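 further: extracellular domain of Rv3671c used as enzyme; 0% = enzyme with DMSO and 100% = no enzyme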
FBA Mtb inh = Mtb fructose-bisphosphate aldolase inhibition. purified M. tuberculosis FBA, fluorescence read-out. AID 588726. 360,000 tested, 2.3% active. inhibition, % at 1 µM. P9WQA3; in the data active means inhibition above about 27%;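 further: 0% = vehicle and 100% = reference inhibitor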
BH1578 lux ind = quorum light induction in luxS cqsA deficient V. cholerae. V. cholerae BH1578 lux reporter, luminescence, 6 h. activation, % at 18.7 µM. 350,000 tested, 0.16% active; in the data active means activation mostly above about 9.7%, no sharp cut-off; further: not every result past the cut was called active; inactives centre near 0; reference of the scale not given here
DUSP3 inh = inhibitors of human VHR1 phosphatase (DUSP3) | P51452 | recombinant VHR phosphatase, pNPP absorbance | inhibition, % at 13.3 µM | 290,000 tested, 0.52% active | AID 1654; in the data active means inhibition above about 50%; further: some compounds called inactive have numbers as strong as hits
Target sequence (P51452 whole entry, looked up): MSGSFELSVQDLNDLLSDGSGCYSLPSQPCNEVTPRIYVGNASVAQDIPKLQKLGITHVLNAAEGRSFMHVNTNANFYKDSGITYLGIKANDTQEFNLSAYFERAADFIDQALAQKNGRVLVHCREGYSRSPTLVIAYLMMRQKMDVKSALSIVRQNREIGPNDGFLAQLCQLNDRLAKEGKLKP
Mtb UGM inh = blocks M. tuberculosis UGM enzyme; inhibition, % at 10 µM; 320,000 tested, 0.06% active; purified UGM, fluorescence polarization probe displacement; AID 504406; P9WIQ1; in the data active means inhibition above about 10%, passing the limit was not always enough
Target sequence (P9WIQ1 whole entry, looked up): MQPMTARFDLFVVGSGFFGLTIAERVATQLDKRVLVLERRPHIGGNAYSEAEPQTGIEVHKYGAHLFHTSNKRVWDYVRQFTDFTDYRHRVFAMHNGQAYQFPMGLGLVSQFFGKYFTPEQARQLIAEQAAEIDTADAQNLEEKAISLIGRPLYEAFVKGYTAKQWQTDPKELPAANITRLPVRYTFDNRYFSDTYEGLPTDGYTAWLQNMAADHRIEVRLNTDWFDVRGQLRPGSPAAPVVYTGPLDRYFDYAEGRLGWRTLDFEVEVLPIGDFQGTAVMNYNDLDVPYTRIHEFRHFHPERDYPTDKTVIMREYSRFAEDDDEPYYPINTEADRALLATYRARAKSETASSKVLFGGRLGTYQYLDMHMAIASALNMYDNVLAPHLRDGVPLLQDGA
MazF activator = MazEF (E. coli) toxin RNase activation; P0AE70; FAM/BHQ RNA-DNA oligo cleavage fluorescence, 5 h; activation, % at 20 µM; 350,000 tested, 0.32% active; AID 504720; in the data active means activation above about 50%
Target sequence (P0AE70 whole entry, looked up): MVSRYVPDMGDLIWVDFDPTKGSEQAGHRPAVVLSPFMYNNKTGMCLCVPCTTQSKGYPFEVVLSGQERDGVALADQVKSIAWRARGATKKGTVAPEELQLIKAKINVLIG
BioA inh = blocks M. tuberculosis BioA enzyme activity; inhibition, % at 9.99 µM; purified M. tuberculosis BioA enzyme, plate reader; 360,000 tested, 0.096% active; in the data active means inhibition above about 40%
* marks the source's active call; other numbers are inactive results; i = inactive; / = no result given.

nr	SMILES	3CLpro inhibitor	GDH-TPI counter	PriA SSB inh	Rv3671c inh	FBA Mtb inh	BH1578 lux ind	DUSP3 inh	Mtb UGM inh	MazF activator	BioA inh
1	C#Cc1cccc(C(=O)N2CCCC(CCC(=O)NCc3ccccc3F)C2)c1 (configuration not stated)	4	3	-10	1	4	i	10	-0.4	-2	3.3
2	Cc1cc(Cl)nc(-c2ccccc2)n1	7	-5	-6	3	-1	-0.4	6	-1.2	-3	/
3	CN(C)C(CNC(=O)c1cc(Br)c(Br)s1)c1ccco1 (configuration not stated)	/	-5	/	/	3	i	/	/	2	1.7
4	CCc1cc(=O)oc2cc(C)cc(OCC(=O)N3CCC[C@@H]3C(=O)O)c12	-5	11	3	2	106*	-0.3	5	0.0	0	-1.3
5	O=C(NCC(c1cccs1)N1CCOCC1)c1ccccc1NS(=O)(=O)c1ccc(Br)cc1 (configuration not stated)	4	9	0	-9	1	1.4	2	/	-4	/
6	S=c1[nH]nc(-c2ccccc2)n1/N=C/c1ccc(Cl)cc1	3	-3	/	/	-3	0.8	-2	4.0	-4	-0.2
7	CCOC(=O)N1CCC(N2CCN(S(=O)(=O)CC)CC2)CC1	0	3	-7	-2	-1	i	34	-7.7	3	0.5
8	O=C(c1ccc(Br)cc1)C1CCc2occc2C1=O (configuration not stated)	0	-11	-8	11	6	2.9	-1	-2.7	-7	9.2
9	Cc1cccc(Cn2cnc3c(nnn3Cc3ccccc3F)c2=O)c1	1	1	-11	2	0	i	-1	-1.5	1	2.0
10	Cn1nc(-c2ccccc2)c(/C=N/O)c1Cl	-2	-3	/	-15	1	-0.4	8	1.8	1	/
11	O=C(Nc1ccccc1C(=O)N1CCCCC1)C1CCCCC1	4	-4	3	4	3	1.3	-3	0.2	-6	/
12	O=C(O)c1cc([N+](=O)[O-])cc([N+](=O)[O-])c1N1CCN(c2cccc(C(F)(F)F)c2)CC1	11	17	2	/	-4	-5.6	-9	-2.3	-2	-1.3
13	CC(C)N(c1ccccc1)c1ccc(NC(=O)[C@@H]2O[C@H](CO)[C@@H](O)[C@H]2O)cc1	/	12	/	/	2	i	/	/	/	-0.1
14	O=C(CN1CCN(c2ccc(Cl)cc2[N+](=O)[O-])CC1)N1CCOCC1	4	-1	-10	0	2	-0.4	17	0.3	5	/
15	CCOc1ccc(/C=C/C(=O)c2cc(Br)ccc(=O)c2O)cc1	1	22	12	15	-1	-0.4	15	-1.9	-4	/
16	COc1cc2c(=O)n(CCC(=O)NCC3CCCO3)c(=O)n(CC(=O)Nc3ccc(C)c(C)c3)c2cc1OC (configuration not stated)	-7	24	-3	-15	7	i	7	-3.2	14	1.7
17	COc1cc(C)c(S(=O)(=O)NOCc2ccccc2)c(C)c1C	-5	7	-38	3	0	-0.4	36	1.6	6	2.9
18	CC1CCCCC1NC(=O)Cn1nnc(-c2ccc(Cl)cc2)n1 (configuration not stated)	-3	13	-11	-5	0	-1.5	-18	-0.1	-24	/
19	COc1ccc(N=C2SC(CC(=O)Nc3ccccc3)C(=O)N2CCN2CCOCC2)cc1 (configuration not stated)	-3	-1	-5	-8	-3	i	17	1.4	-2	-0.2
20	O=C(COc1ccc(S(=O)(=O)N2CCOCC2)cc1)N1CCN(Cc2ccc3c(c2)OCO3)CC1	-1	-3	-4	1	1	i	39	-0.2	1	0.0
21	CCOC(=O)NC(=O)/C(C#N)=C/c1ccc(N(C)C)cc1	1	12	-11	2	-24	i	22	-3.6	-164	-1.3
22	CCOC(=O)CC(NC(=O)Cn1nnc(-c2ccccc2F)n1)c1ccc(OC)cc1 (configuration not stated)	1	-4	9	-4	1	-2.0	6	-0.4	-16	/
23	Cc1cc(-c2ccccc2C(=O)O)on1	-2	5	-14	-5	0	-0.5	8	2.6	0	-0.5
24	CCC1Oc2ccc(C)cc2N(Cc2cccc(C)c2)C1=O (configuration not stated)	3	8	-70	-3	4	-0.2	-7	3.2	-11	2.4
25	CCOC(=O)CNc1nc(Cl)nc(N2CCCCC2)n1	-3	1	-2	2	0	i	-2	-3.0	1	-0.8
26	N#CC1(NC(=O)COC(=O)c2cc([N+](=O)[O-])ccc2N2CCCC2)CCCCC1	/	4	1	10	-3	0.3	/	1.5	3	1.0
27	N#Cc1cc([N+](=O)[O-])ccc1NC(=O)CSc1n[nH]c(=O)n1C1CC1	/	-1	-14	4	0	i	/	-0.2	4	-0.1
28	CC(C)CNS(=O)(=O)c1ccc(S(=O)(=O)NC2CCOC(C)(C)C2)cc1 (configuration not stated)	-3	8	13	4	2	-0.4	/	-0.1	-2	1.3
29	Cc1nn(-c2ccccc2)c2c1C(c1c(C)[nH]c(C#N)c1C)C(C#N)=C(N)O2 (configuration not stated)	-6	6	-3	-11	3	-8.3	13	-2.6	6	2.5
30	CN(C)CCN=c1cc(-c2ccccc2)oc2ccc(Cl)cc12	9	4	-10	/	1	/	13	/	8	/
31	CC(=O)N1c2ccc(S(=O)(=O)NCCC(=O)N(C)C3CCCCC3)cc2CC1C (configuration not stated)	-2	2	-14	-6	3	i	18	-0.6	2	0.2
32	NC(=O)CCN(C(=O)c1cccc(S(=O)(=O)N2CCc3ccccc32)c1)c1ccccc1	/	3	-5	-1	3	i	/	0.3	5	3.2
33	Fc1ccc(NCc2nnc(SCc3ccccc3)o2)cc1	2	-3	-3	3	-6	-2.1	0	1.4	1	0.1
34	COCCN1Cc2cccc(C(=O)Nc3cccnc3)c2C1=O	3	2	-18	2	1	i	-2	-1.1	-5	1.8
35	COC(=O)c1ccc(CN2[C@H](C(=O)OC)C[C@@]3(O)[C@H](O)[C@H](O)[C@H](O)C[C@@H]23)cc1	/	-1	-2	4	1	-0.3	0	0.1	4	-1.0
36	C#CCOCCOCCOCCNc1nc(N2CCOCC2)nc(N2CCN(C(=O)CCCCCCCCCCNC(=O)[C@@H]([C@H](C)CC)n3cc(CCCCCN)nn3)CC2)n1	/	-14	9	-7	1	1.2	/	-0.5	26	1.5
37	O=C(NCC1CCCN(Cc2cccc(F)c2)C1)c1cccc2ccccc12 (configuration not stated)	-5	8	4	-5	1	-1.6	11	-2.3	-1	0.3
38	Cc1ccc(S(=O)(=O)N2CCCCC2)cc1NC(=O)CSCC(=O)O	-1	7	11	-4	2	-0.2	15	0.9	-5	/
39	O=C(O)c1cc(-c2ccccc2Cl)n(-c2cccc(Cl)c2)n1	10	0	-14	5	0	1.3	30	4.1	-11	1.9
40	COc1ccc(N2CCN(C3=CC(=O)N(c4cccc(Cl)c4)C3=O)CC2)cc1	-3	8	6	5	-1	i	23	-1.7	7	/
41	CCOC(=O)N1CCN(C(=O)/C(=C/c2ccc(F)cc2)NC(=O)c2ccccc2)CC1	-1	2	4	-2	7	-0.1	-12	-0.5	-1	1.4
42	CC1CC(C)CN(C(C)C(=O)Nc2cc(S(=O)(=O)N3CCCCC3)ccc2Cl)C1 (configuration not stated)	/	-6	10	2	2	0.1	/	-1.8	-4	0.5
43	COc1cccc(-c2noc(-c3ccoc3C)n2)c1	-2	-3	-1	-2	2	i	3	0.2	-1	/
44	Cc1ccc(C(=O)NCc2ccc(F)cc2)s1	/	1	-8	2	-1	0.6	/	-1.2	1	-0.8
45	CSc1ccc(/C=C/C(=O)OCC(=O)N2CCN(c3ccccc3)CC2)cc1	/	-7	-15	/	8	i	/	/	-21	-0.7
46	CCc1ccc(NC(=O)C[n+]2cc(-c3ccc(C)cc3)n3c2CCC3)cc1	-1	1	0	4	1	-0.6	4	2.3	32	2.4
47	Cc1nn(C)cc1S(=O)(=O)Nc1cccc(Cl)c1	-7	2	-4	-6	2	-1.4	31	-0.7	6	-1.6
48	CCOC(=O)c1ccc(Nc2cc(C)nc3nc(C)nn23)cc1	1	6	-7	14	-1	-0.2	8	0.2	18	-0.2
49	COc1ccc(N2C(=O)[C@@H]3[C@H](C2=O)[C@H](C(C)=O)N2c4ccccc4C=C[C@@H]32)cc1	2	24	-12	2	-1	-0.2	21	1.6	-18	-0.1
50	COc1ccc(S(=O)(=O)NCCSC(C)(C)C)c(Cl)c1Cl	-3	9	-29	1	5	-0.4	-4	-2.1	-9	1.2
51	COC(=O)c1sc(N/N=C/c2ccc(C(C)C)cc2)nc1C	7	13	/	10	0	-0.6	17	1.5	-10	0.0
52	O=C(O)/C=C/C(=O)NNC(=O)c1ccc(Br)cc1	3	-2	-6	-2	0	-0.4	3	0.5	-4	2.2
53	CC(C)C(=O)Nc1ccc(NC(=O)c2cc3ccccc3o2)cc1	5	22	-1	-3	-2	1.0	13	1.7	-2	-3.1
54	O=C(CSC(=S)N1CCOCC1)Nc1ncc2c(n1)CCCC2=O	1	0	-1	3	0	-0.5	-6	0.1	3	/
55	Cc1noc(C)c1COc1ccc(C(=O)Nc2cccnc2)cc1	-1	-4	-1	/	-4	-0.5	16	/	10	/
56	CC/C(=N\NC(=O)c1ccc(N(C)C)cc1)c1ccccc1	-2	12	/	-1	4	i	-20	/	-8	/
57	Cc1ccc(C)c(S(=O)(=O)N2CCN(C(=O)C3CC3C)CC2)c1 (configuration not stated)	/	6	-6	10	3	i	/	-0.4	-2	-0.3
58	CCc1ccc(S(=O)(=O)NCCc2csc(C)n2)s1	1	5	-7	8	-3	-3.3	6	3.2	0	/
59	CC(=O)Nc1ccc(S(=O)(=O)N2CCSC2c2ccccc2)cc1 (configuration not stated)	-2	-4	-11	-6	1	i	17	3.6	-3	1.2
60	Cn1c(N)c(C(c2ccccc2)c2c(N)n(C)c(=O)n(C)c2=O)c(=O)n(C)c1=O	-2	-1	1	-6	-1	i	-11	-2.1	-4	/

Profiles, quoted from the list:
Shown for `CC(C)C(=O)Nc1ccc(NC(=O)c2cc3ccccc3o2)cc1` → 3CLpro inhibitor = 5; GDH-TPI counter = 22; PriA SSB inh = -1; Rv3671c inh = -3; FBA Mtb inh = -2; BH1578 lux ind = 1.0; DUSP3 inh = 13; Mtb UGM inh = 1.7; MazF activator = -2; BioA inh = -3.1
Shown for `CC(=O)Nc1ccc(S(=O)(=O)N2CCSC2c2ccccc2)cc1` (configuration not stated) → 3CLpro inhibitor = -2; GDH-TPI counter = -4; PriA SSB inh = -11; Rv3671c inh = -6; FBA Mtb inh = 1; BH1578 lux ind = i; DUSP3 inh = 17; Mtb UGM inh = 3.6; MazF activator = -3; BioA inh = 1.2

Only part of the results is shown; count on the stated rates, not on these rows.
